# RGS4-Gao reg – modulates binding of RGS4 to human Galphao; P09471; Multiplexed bead flow cytometry; actives lie on both sides; binding response (% of control), % at 10 µM; 220,000 tested, 0.33% active; AID 1415; in the data active = binding response below about 49% or above about 150%; inactive = in between;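 also: fluorescent Galphao activated with aluminum fluoride binding bead-coupled RGS4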
# Target sequence (P09471 whole entry, looked up): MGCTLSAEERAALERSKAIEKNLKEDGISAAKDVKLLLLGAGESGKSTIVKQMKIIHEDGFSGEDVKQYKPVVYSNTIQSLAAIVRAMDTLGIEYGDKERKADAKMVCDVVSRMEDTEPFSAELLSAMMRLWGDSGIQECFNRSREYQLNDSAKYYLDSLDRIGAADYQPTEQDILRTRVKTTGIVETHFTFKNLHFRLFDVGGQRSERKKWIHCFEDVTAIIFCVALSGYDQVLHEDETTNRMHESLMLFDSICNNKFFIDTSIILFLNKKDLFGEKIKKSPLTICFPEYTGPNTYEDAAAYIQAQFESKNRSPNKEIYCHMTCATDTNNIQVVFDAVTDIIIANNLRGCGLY
# Mcl1 Bid PPI – Mcl-1/Bid interaction inhibition; inhibition, % at 21.7 µM; 220,000 tested, 0.97% active; Q07820; TR-FRET Mcl-1/Bid-Dy647 peptide binding, 1536-well;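 active = compounds that cut the binding signal by more than half at the single screening dose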;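 also: His-tagged Mcl-1 with europium anti-His antibody binding Bid BH3 peptide; 0% = Mcl-1 plus peptide wells and 100% = peptide-only wells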
# Target sequence (Q07820 whole entry, looked up): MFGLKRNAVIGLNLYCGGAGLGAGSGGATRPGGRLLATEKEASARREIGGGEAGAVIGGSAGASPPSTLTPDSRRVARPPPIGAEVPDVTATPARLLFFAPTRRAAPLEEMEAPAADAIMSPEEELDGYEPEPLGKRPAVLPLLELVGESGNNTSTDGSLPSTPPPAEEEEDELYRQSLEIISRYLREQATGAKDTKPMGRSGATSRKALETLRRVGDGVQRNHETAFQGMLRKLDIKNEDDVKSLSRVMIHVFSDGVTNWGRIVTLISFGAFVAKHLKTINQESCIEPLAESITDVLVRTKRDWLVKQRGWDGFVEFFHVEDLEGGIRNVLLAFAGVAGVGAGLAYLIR
# RGS8-Gao – human RGS8-Galphao interaction regulation | AID 1423 | multiplexed bead flow cytometry, RGS8-Galphao binding; actives lie on both sides | response (percent of control binding), % at 10 µM | 220,000 tested, 0.34% active | P09471; in the data active = response below about 60% or above about 140%; inactive = in between;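 also: Galphao activated as the GDP aluminium fluoride complex binding bead-coupled RGS8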
# RGS7-Gao reg – regulators of human RGS7-Galphao interaction; P09471; Multiplexed bead flow cytometry, RGS7-Galphao binding; actives lie on both sides; binding response (% of control), % at 10 µM; 220,000 tested, 0.35% active; AID 1439; in the data active = binding response below about 49% or above about 150%; inconclusive = no clear call, values can overlap the other calls; inactive = in between;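 also: fluorescent Galphao held in activated GDP-AlF4 state binding bead-coupled RGS7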
# * hit, by the source's call; ? = inconclusive; . = not tested or not shown; [ ] = dose if it differs, or a comment. Some of the compounds tested; the hit share may differ from the screen's.
# Values in the order – RGS4-Gao reg	Mcl1 Bid PPI	RGS8-Gao	RGS7-Gao reg
- Cc1nc2ccccc2c2c1CC(C)S2 (stereo not given)
    96.6	-52.2	95.7	?
- CCOC(=O)c1[nH]c2ccc(Br)cc2c1NC(=O)CCN1CCOCC1
    101.4	-28.4	101.9	?
- COCCCNC(=O)c1cc(C)nn1-c1ccccc1
    101.1	-36.0	101.8	?
- O=C(O)COc1ccc(/C=N/NC(=O)Cc2ccc(Cl)cc2)cc1
    111.2	-7.7	106.6	?
- O=c1[nH]c2cccnc2n1-c1cccc([N+](=O)[O-])c1
    100.2	-1.6	99.8	?
- O=c1c2sc(-c3ccccc3)cc2nc2n1CCCCC2
    113.8	-10.6	95.8	?
- S=c1nc2ccccc2c2nc(-c3cccnc3)[nH]n12
    96.5	-125.2	97.6	?
- S=c1nc[nH]c2c1cnn2-c1ccccc1
    89.8	-15.7	92.7	?
- Cc1c(CBr)[n+](=O)c2c(n1[O-])C(Br)CCC2Br (stereo not given)
    94.5	20.3	94.5	?
- O=C(Oc1cc(=O)oc2c1c(=O)n1c3c(cccc23)CC1)c1ccc(F)cc1
    99.2	-6.3	98.2	?
- O=C(Nc1ccc(F)cc1)Nc1sccc1-c1nc2ccccc2s1
    100.4	-7.2	99.4	?
- O=C1NN(c2cccc(Br)c2)C(=O)/C1=C/c1cccs1
    97.2	-46.3	102.5	?
- CCCCn1c(=O)[nH]c2nc3cc(NC(C)=O)ccc3nc2c1=O
    99.2	-9.7	101.7	?
- CC(=O)N1N=C(c2ccc3ccccc3c2)OC12CCCC2
    98.0	8.6	99.8	?
- Cc1ccc(-c2nn(-c3ccccc3)cc2/C=N/n2c(-c3cccs3)n[nH]c2=S)cc1
    100.1	-72.2	99.6	?
- N/C(CCS(=O)(=O)c1ccc(Cl)cc1)=N\OC(=O)c1ccc(Cl)cc1
    97.9	-6.6	98.5	?
- O=C(Nc1c(C(=O)O)[nH]c2ccccc12)c1cccc(C(F)(F)F)c1
    96.9	1.5	95.8	?
- COC(=O)C1=C(C(=O)OC)[C@@H]2N(C)c3ccc(OC)cc3[C@@]23C[C@@H](C(=O)OC)N=C3N1
    92.0	-134.8	97.5	?
- CCOC(=O)c1ccc(NC(=O)Nc2ncc(Cl)cc2Cl)cc1
    94.3	-58.2	101.0	?
- CCOC(=O)c1ccc(N2CCCCC2)c(NS(=O)(=O)c2ccc(C)cc2)c1
    97.1	-2.6	96.7	?
- Cn1c(=O)c2c(ncn2CC(=O)N2CCCCCC2)n(C)c1=O
    104.7	-33.9	102.5	?
- CCOc1ccc(/C(O)=C2/C(=O)C(=O)N(c3ncccn3)C2c2ccc(C)cc2)cc1 (stereo not given)
    99.4	-45.0	100.5	?
- COC(C[C@H](O)C[C@@H](O)[C@H](C)OCc1ccccc1)OC
    103.3	-14.1	99.7	?
- O=C(CN1C(=O)S/C(=C\C=C\c2ccccc2)C1=O)Nc1ccc(C(=O)O)cc1
    95.0	-14.6	100.2	?
- O=C(COC(=O)CCC(=O)c1cccs1)NCc1cccs1
    100.6	-20.1	100.0	.
- COc1ccc(Nc2nc(NCCCN3CCOCC3)nc(N)c2[N+](=O)[O-])cc1
    98.2	-24.0	99.2	?
- NC(=O)N/N=C/c1cccc(C(F)(F)F)c1
    82.9	10.3	98.6	?
- Cc1c(NC(=O)Nc2c(Cl)cccc2Cl)c(=O)n(-c2ccccc2)n1C
    102.0	-12.0	101.0	?
- COc1ccccc1-n1c(O)c(C=NCc2ccccn2)c2ccccc2c1=O
    100.0	-18.4	100.4	?
- O=C(O)CC(CC(=O)Nc1ccc(N2CCOCC2)cc1)c1ccccc1 (stereo not given)
    98.5	-51.4	98.9	?
- O/N=C/c1ccnc(SCc2ccccc2)n1
    103.0	-7.4	101.0	?
- O=S(=O)(Nc1nc(SCc2ccc(Cl)cc2)n[nH]1)c1ccccc1
    105.2	6.9	102.8	?
- CCC(NC(=O)c1ccccc1NC(=O)c1ccccc1)C(=O)NNC(=O)c1cccnc1 (stereo not given)
    101.2	-5.1	100.3	?
- Cc1nc2c(C)cccn2c1C(=O)N/N=C/c1ccccc1[N+](=O)[O-]
    94.2	14.4	95.8	?
- CCOC(=O)c1c(NC(=S)N2CCOCC2)sc2c1CCN(C(=O)OCC)C2
    88.8	-26.9	94.1	?
- COc1ccc(/C=N/n2cncn2)cc1Cn1cc([N+](=O)[O-])cn1
    97.8	-1.8	98.3	?
- O=C(Nc1ccccc1F)Oc1cccc(OC(=O)Nc2ccccc2F)c1
    101.1	-19.6	99.5	?
- CSCCC(N=C(NS(=O)(=O)c1ccc(C)cc1)c1ccccc1)C(=O)O (stereo not given)
    102.6	-36.4	102.4	?
- NC(=O)CC(NC(=O)Cc1cccc2ccccc12)c1ccc(NCc2cc(F)ccc2F)c([N+](=O)[O-])c1 (stereo not given)
    97.3	8.5	99.4	?
- O=C(O)[C@H]1Cc2ccccc2CN1S(=O)(=O)c1ccc(F)cc1
    98.6	-0.1	99.8	?

# The listing continues:
mol	RGS4-Gao reg	Mcl1 Bid PPI	RGS8-Gao	RGS7-Gao reg
O=C(Cc1ccccc1)N/N=C/c1ccc[nH]1	100.6	-40.5	100.5	?
CC(C)(C)OC(=O)N1CCCN(C(=O)Nc2cccc(Cl)c2)CC1	94.2	-12.8	99.6	?
CCN(CC)CCNC(=O)c1ccc(NC(=O)c2ccc(Cl)c(S(=O)(=O)N3CCCCCC3)c2)cc1	113.6	-23.8	105.8	?
c1ccc(N2CCOCCOCCOCCOCC2)cc1	107.2	-32.7	99.2	?
NC(=O)CC(NC(=O)Cc1cccc2ccccc12)c1ccc(NC2CCCCCCC2)c([N+](=O)[O-])c1 (stereo not given)	97.3	-1.4	103.4	?
NC(=O)CC(NC(=O)c1ccccc1)c1ccc(NCCc2ccc(F)cc2)c([N+](=O)[O-])c1 (stereo not given)	99.5	-28.8	99.5	?
Cc1nnc(-c2ccccc2)o1	115.2	-3.2	106.5	?
Cc1nc2ccccn2c1-c1ccnn1S(=O)(=O)c1ccc(F)cc1	96.3	10.9	100.0	?
O=C(CN1CCCC1)Nc1cc(C(F)(F)F)cc(C(F)(F)F)c1	102.4	-25.2	100.8	?
CCCn1c(SCC(=O)Nc2cccc(S(=O)(=O)N(C)C)c2)nc2ccccc2c1=O	103.5	-22.3	100.0	?
O=C(Nc1csc([N+](=O)[O-])c1)Nc1c(Cl)cccc1Cl	101.1	-13.2	102.5	?
CCC1=C(OC(=O)N(CC)CC)N2C(=O)OC(=NCC3CC3)[C@]2(C)[C@H]2C1=CC[C@H]1C(=O)N(CC(=O)OC)C(=O)[C@H]12	114.7	-40.8	107.7	?
FC(F)(F)c1ccccc1-n1c(-c2cnccn2)n[nH]c1=S	102.2	-131.9	101.4	?
O=C(COC(=O)CCc1nc2ccccc2c(=O)[nH]1)Nc1ccc(Cl)cn1	125.8	-35.1	91.5	?
CNC(=O)CCc1ccc(OC)cc1	100.3	-5.6	100.4	?
O=[N+]([O-])/C(C(Cl)=C(Cl)Cl)=C1\Nc2ccccc2O1	102.7	1.4	101.5	?
COc1ccc(-n2c(N)c(C(=O)Nc3c(C)n(C)n(-c4ccccc4)c3=O)c3nc4ccccc4nc32)cc1	315.3*[activator]	13.8	141.1*[activator]	?
COc1ccc(Cl)cc1C(=O)NNC(=S)NC1CCCCC1	96.3	-110.3	101.4	?
CCN(CC)CCCNc1nc(-n2nc(C)cc2C)nc2sc3c(c12)CC(C)(C)OC3	100.2	-32.5	95.5	?
Cc1cc(C)n(CC(=O)N/N=C/c2c[nH]c3ccccc23)n1	93.6	-28.1	97.7	?
Cc1ccc(NC(CC(=O)c2ccccc2)C(=O)O)cc1Cl (stereo not given)	98.3	-28.3	98.1	?
NC(=O)/C(=C\c1ccccc1)NC(=O)c1ccc(NC(=O)c2ccccc2)cc1	100.3	-5.6	101.3	?
NS(=O)(=O)c1ccc(NC(=O)C(=O)NCCC(=O)O)cc1	95.4	-13.8	98.1	?
COc1cc(CN2CCNC(=O)C2CC(=O)N(Cc2nccn2C)C(C)C)cc(OC)c1 (stereo not given)	112.2	-26.0	102.5	?
O=C(Nc1ccc2[nH]ccc2c1)c1ccc(F)cc1	107.4	-14.3	102.4	?
Cn1cc(C(=O)N/N=C/c2cc(Br)cs2)c2ccccc21	101.7	-34.9	103.4	?
COc1cc2c(cc1OC)-c1cc(Nc3ccccc3)nc(=O)n1CC2	102.1	2.8	103.3	?
CC(C)N1CCC(N2CCN(Cc3nc4ccccc4s3)CC2CCO)CC1 (stereo not given)	102.4	-29.5	104.5	?
Cc1ccc(CNC(=O)CCC(=O)Nc2nnc(C3CCCCC3)s2)cc1	105.4	-20.6	102.0	?
CNC(=O)NNC(=O)c1onc(-c2c(Cl)cccc2Cl)c1C(=O)OC	98.5	-29.9	98.5	?

# Quoted from the entries so far (16 entries):
mol	RGS4-Gao reg	Mcl1 Bid PPI	RGS8-Gao	RGS7-Gao reg
O=C(Cc1ccccc1)N/N=C/c1ccc[nH]1	100.6	-40.5	100.5	?
CC(C)(C)OC(=O)N1CCCN(C(=O)Nc2cccc(Cl)c2)CC1	94.2	-12.8	99.6	?
CCN(CC)CCNC(=O)c1ccc(NC(=O)c2ccc(Cl)c(S(=O)(=O)N3CCCCCC3)c2)cc1	113.6	-23.8	105.8	?
c1ccc(N2CCOCCOCCOCCOCC2)cc1	107.2	-32.7	99.2	?
NC(=O)CC(NC(=O)Cc1cccc2ccccc12)c1ccc(NC2CCCCCCC2)c([N+](=O)[O-])c1 (stereo not given)	97.3	-1.4	103.4	?
NC(=O)CC(NC(=O)c1ccccc1)c1ccc(NCCc2ccc(F)cc2)c([N+](=O)[O-])c1 (stereo not given)	99.5	-28.8	99.5	?
Cc1nnc(-c2ccccc2)o1	115.2	-3.2	106.5	?
Cc1nc2ccccn2c1-c1ccnn1S(=O)(=O)c1ccc(F)cc1	96.3	10.9	100.0	?
O=C(CN1CCCC1)Nc1cc(C(F)(F)F)cc(C(F)(F)F)c1	102.4	-25.2	100.8	?
CCCn1c(SCC(=O)Nc2cccc(S(=O)(=O)N(C)C)c2)nc2ccccc2c1=O	103.5	-22.3	100.0	?
O=C(Nc1csc([N+](=O)[O-])c1)Nc1c(Cl)cccc1Cl	101.1	-13.2	102.5	?
CCC1=C(OC(=O)N(CC)CC)N2C(=O)OC(=NCC3CC3)[C@]2(C)[C@H]2C1=CC[C@H]1C(=O)N(CC(=O)OC)C(=O)[C@H]12	114.7	-40.8	107.7	?
FC(F)(F)c1ccccc1-n1c(-c2cnccn2)n[nH]c1=S	102.2	-131.9	101.4	?
O=C(COC(=O)CCc1nc2ccccc2c(=O)[nH]1)Nc1ccc(Cl)cn1	125.8	-35.1	91.5	?
CNC(=O)CCc1ccc(OC)cc1	100.3	-5.6	100.4	?
O=[N+]([O-])/C(C(Cl)=C(Cl)Cl)=C1\Nc2ccccc2O1	102.7	1.4	101.5	?

# Going on with the list.
mol	RGS4-Gao reg	Mcl1 Bid PPI	RGS8-Gao	RGS7-Gao reg
Cc1cc(C)cc(C(=O)NC(CC(N)=O)c2ccc(NC3CCCCCC3)c([N+](=O)[O-])c2)c1 (stereo not given)	95.3	-46.4	96.8	?
Clc1ccc(C[n+]2cc(-c3ccccc3)n3c2CCC3)cc1	104.8	-34.3	100.3	.
CNC(=S)NC1(C)CCS(=O)(=O)C1 (stereo not given)	103.0	-34.8	103.4	.
CC(=O)Nc1ccc(S(=O)(=O)Nc2nc3ccccc3nc2Nc2cccc(S(N)(=O)=O)c2)cc1	97.5	-3.2	100.1	?
O=C(O)COc1ccccc1/C=N/NC(=O)COc1ccc(-c2ccccc2)cc1	89.1	-32.4	96.6	?
c1ccc(C2[C@H]3CN(Cc4cccnc4)[C@H](c4ccccc4)C34CC2(c2ccccc2)C4)cc1 (stereo not given in full)	101.4	-27.2	102.8	?
C=CCn1c(C)cc(C(=O)CSc2nnc(NC(C)C)s2)c1C	104.5	-28.3	103.8	99.3
CC(C)=NNC(=O)c1c(O)c2ccccc2[nH]c1=O	84.6	-24.9	93.5	?
O=C(c1ccccc1)c1ccc2c(c1)OCCOCCOCCOCCO2	88.6	-8.6	97.3	?
CC12CCC(C(=O)N(CCCCN3CCN(Cc4ccccc4)CC3)C1=O)C2(C)C (stereo not given)	102.1	-1.1	100.7	?
O=C(O)c1ccccc1N/N=C/C1=C(N2CCOCC2)C(=C\c2ccccc2)/CC1	100.9	-41.6	101.6	?
COc1ccc(CNC(=O)CSc2nnc(C)c(=O)[nH]2)cc1	102.5	-15.8	99.3	?
C#CCOc1nc2c(c(=O)n(C)c(=O)n2C)n1Cc1ccccc1	104.9	-16.6	101.9	?

# High-throughput results (PubChem BioAssay)
